# Screening results (PubChem BioAssay)
# G9a block = blocks human histone lysine methyltransferase G9a; G9a H3K9 monomethylation, AlphaScreen, 2 h; Potency, µM (series often up to 102 µM), without a hit: at the highest dose activity, negative = inhibition, hits mostly inhibitors; actives 8.8% (n = 350,000); AID 504332; also: % is scaled to controls: 0 for no effect and ±100 for the full control effect; nearly all actives have a fitted effect of over 75% in size
#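 Readings reflect AlphaScreen signal from monomethyl-H3K9 antibody detection. HMT at 20 nM; substrate b-H3K9 500 nM; cofactor SAM 20 uM; 2 h RT reaction; compounds tested as titrations in qHTS with 15 min preincubation.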
# APEX1 inh = APE1 (human) endonuclease inhibition; Potency, µM (highest dose often 65.8 µM), inactives show at the highest dose activity change, negative = inhibition, usual class: inhibitors; actives 0.35% (n = 350,000); P27695; recombinant APE1, TAMRA/BHQ-2 abasic DNA cleavage fluorescence;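 also: plate controls were vehicle for no effect and reference inhibitor for full effect; nearly all actives have a fitted effect of over 55% in size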
#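 0.75 nM APE1 + cpd, 15 min RT; start w/ 50 nM TAMRA/BHQ-2 THF-abasic dsDNA; kinetic fluor 525/598 nm ×3 reads @60 s; Δ(read3−read1); normalized to DMSO and NSC13755 control wells.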
# Pol eta inh = blocks human DNA polymerase eta activity | Potency, µM (highest dose often 114 µM), without a hit: top-dose activity change, negative = inhibition, most hits filed as inhibitors | actives 1.2% (n = 390,000) | recombinant Pol eta, fluorescent DNA replication assay | Q9Y253; also: % is scaled to controls: 0 for no effect and ±100 for the full control effect
#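 Pol eta (10 nM) was preincubated with compounds for 15 min at room temperature, after which fluorescent replication substrate (50 nM final) was added to start the reaction. Fluorescence was read kinetically at 0 and 10 min.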
# Pol kappa inh = blocks human DNA polymerase kappa activity; Q9UBT6; actives 0.53% (n = 400,000); purified Pol kappa, fluorescent DNA synthesis assay, 10 min; Potency, µM (highest dose often 107 µM), without a hit: at the top dose activity, negative = inhibition, actives largely listed as inhibitors; AID 588579; also: % is scaled to controls: 0 for no effect and ±100 for the full control effect
# Target sequence (Q9UBT6 whole entry, looked up): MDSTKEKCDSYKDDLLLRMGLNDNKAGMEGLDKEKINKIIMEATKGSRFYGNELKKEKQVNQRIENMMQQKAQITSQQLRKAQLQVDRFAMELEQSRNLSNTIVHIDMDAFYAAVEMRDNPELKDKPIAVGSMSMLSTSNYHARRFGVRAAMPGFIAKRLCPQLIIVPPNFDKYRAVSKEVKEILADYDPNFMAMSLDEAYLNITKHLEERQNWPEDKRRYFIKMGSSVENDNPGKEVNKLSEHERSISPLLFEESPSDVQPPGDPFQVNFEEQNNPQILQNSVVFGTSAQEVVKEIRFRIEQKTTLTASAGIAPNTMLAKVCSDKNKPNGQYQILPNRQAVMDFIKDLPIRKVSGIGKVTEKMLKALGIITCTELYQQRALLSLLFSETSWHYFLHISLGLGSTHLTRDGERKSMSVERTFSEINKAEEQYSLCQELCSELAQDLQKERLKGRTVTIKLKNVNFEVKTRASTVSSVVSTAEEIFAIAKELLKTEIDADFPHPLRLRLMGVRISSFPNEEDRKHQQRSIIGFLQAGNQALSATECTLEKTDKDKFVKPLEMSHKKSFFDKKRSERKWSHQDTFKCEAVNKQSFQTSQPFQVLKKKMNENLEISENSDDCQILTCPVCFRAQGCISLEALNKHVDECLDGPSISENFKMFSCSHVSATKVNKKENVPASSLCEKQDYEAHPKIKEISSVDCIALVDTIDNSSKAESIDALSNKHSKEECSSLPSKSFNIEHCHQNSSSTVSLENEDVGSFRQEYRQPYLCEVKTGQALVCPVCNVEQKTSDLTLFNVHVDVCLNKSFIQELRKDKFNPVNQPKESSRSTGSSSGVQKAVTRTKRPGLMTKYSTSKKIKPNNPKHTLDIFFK
#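 Kinetic fluorescence screen: compound preincubated 15 min RT with 10 nM enzyme; 50 nM substrate (final) initiates; reads at 0/10 min.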
# Pol iota inh = DNA polymerase iota (human) inhibition | AID 588590 | Q9UNA4 | actives 1% (n = 390,000) | Potency, µM (titrated, usually from 115 µM), for the others: at the highest dose activity, negative = inhibition, hits mostly inhibitors | Pol iota fluorescent replication assay, 10 min
#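 Fluorescent replication assay read twice, at 0 min and 10 min after adding 50 nM (final) substrate. Enzyme (10 nM) and compounds were first incubated 15 min at room temperature; enzyme-free buffer wells were negative controls.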
# BAZ2B inh = blocks human BAZ2B; Q9UIF8; AlphaScreen BAZ2B-H3K14Ac peptide displacement; Potency, µM (series often up to 114 µM), for inactives: top-dose activity change, negative = inhibition, hits mostly inhibitors; actives 4.4% (n = 360,000); AID 504333; also: % is scaled to controls: 0 for no effect and ±100 for the full control effect; nearly all actives have a fitted effect of over 60% in size
#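 Complex of BAZ2B and biotin-H3K14Ac (50 nM apiece) forms over 30 min at RT, then faces library compounds up to 110 uM for another 30 min; AlphaScreen beads added, 20 min dark incubation, luminescence read.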
# Apoferritin bind = candidate novel general anesthetic via apoferritin binding. P02791. apoferritin/1-aminoanthracene competitive binding, fluorescence. Potency, µM (doses to about 77.5 µM), without a hit: at the top dose activity change, negative = displacement, usual class: inhibitors. actives 0.074% (n = 350,000); also: % is scaled to controls: 0 for no effect and ±100 for the full control effect; nearly all actives have a fitted effect of over 20% in size
# Target sequence (P02791 2-175 limits assumed): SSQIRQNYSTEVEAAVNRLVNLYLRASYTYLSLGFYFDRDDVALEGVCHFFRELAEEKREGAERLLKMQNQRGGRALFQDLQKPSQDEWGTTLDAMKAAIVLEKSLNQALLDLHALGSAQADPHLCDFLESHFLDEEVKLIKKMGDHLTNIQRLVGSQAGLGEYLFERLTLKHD
#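 Read-out: endpoint 1-AMA fluorescence, excitation 380 nm and emission 535 nm, after compounds sit 10 min at room temperature with 10 uM horse-spleen apoferritin in 50% saturated 1-AMA/PBS. Values come from four-parameter Hill fits.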
# BLM helicase inh = inhibitors of human Bloom syndrome helicase BLM; P54132; recombinant BLM DNA unwinding, fluorescence dequenching; Potency, µM (series often up to 56.1 µM), for the others: top-dose activity change, negative = inhibition, actives largely listed as inhibitors; actives 0.2% (n = 350,000);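 also: plate controls were vehicle for no effect and no enzyme for full effect; nearly all actives have a fitted effect of over 35% in size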
# Pol beta inh = blocks human DNA polymerase beta activity. actives 1.3% (n = 340,000). Pol beta primer extension/strand displacement, fluorescence kinetic. AID 485314. Potency, µM (series often up to 114 µM), for inactives: at the highest dose activity change, negative = inhibition, actives largely listed as inhibitors; also: % is scaled to controls: 0 for no effect and ±100 for the full control effect
#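 Enzyme-only controls used 10 nM Pol beta; buffer lacking enzyme served as negative control. Compound preincubated 15 min, then 50 nM substrate added; 0 and 10 min reads at room temperature.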
# Active calls of the source: *; ? = inconclusive; · = not tested or not shown; & = joins results of further samples; [ ] = dose if it differs, or a comment. Calls follow the shape of the dose curve; as a rule, active = well fitted curve in the direction sought with a large enough effect; inconclusive = small, poorly fitted or top-dose-only effect, or another doubt; inactive = no such curve, though single readings can be large; an effect the other way counts as inactive or inconclusive. Potency is read from the fitted curve at half-maximal effect.
# Each structure is followed by: G9a block | APEX1 inh | Pol eta inh | Pol kappa inh | Pol iota inh | BAZ2B inh | Apoferritin bind | BLM helicase inh | Pol beta inh
- CSc1nn(-c2ccc(C(=O)OC(C(=O)NC(N)=O)C(C)C)cc2)c(=S)s1 (stereo unspecified)
 : -23%[59 µM] | ? | -19% | 5% | 36%[activator] | ? | -6% | -8% | 15%
- Cc1c(C)c2c(OCC(=O)NCc3ccccn3)cc3c(c2oc1=O)CCC(C)(C)O3
 : 45% | -13% | -18% | 1% | -13% | -8% | -15% | 1% | -10%
- CC(=O)OCCn1c2nc(=O)[nH]c(=O)c-2nc2cc(C)c(C)cc21
 : -23% | 5% | -4% | 2% | 6% | 7% | · | -3% | -12%
- COc1ccccc1CCC(=O)Nc1ccc2c(c1)CN(CCCn1cccn1)CC2
 : ? | 6% | -18% | -15% | 36%[activator] | -20% | -4% | -1% | 13%
- CCN(Cc1ccccc1)C(=O)/C=C/c1ccccc1[N+](=O)[O-]
 : -47% | -4% | -4% | 16% | 4% | 89µM* | ? | -3% | 3%
- Cc1ccc(NC(=O)N2CCN(c3ccccn3)CC2)cc1
 : 5%[59 µM] | 13% | -13% | -6% | -16% | 9% | -1% | -3% | 14%
- CCN1CCN(CCCN(Cc2ccco2)C(=S)Nc2cccc(Cl)c2C)CC1
 : -34% | 9% | -7% | 1% | 15% | -18% | -6% | -7% | 24%
- COc1ccc(N2C(=O)CCC(C(=O)NCc3ccccn3)C2c2ccc(OC)c(OC)c2)cc1 (stereo unspecified)
 : 22%[59 µM] | 2% | 12% | -1% | 5% | -1% | -3% | 0% | 2%
- CCOC(=O)c1[nH]c(C)c(CCC(=O)N2CCN(c3cccc(C)c3C)CC2)c1C
 : ? | · | -27% | 0%[60.1 µM] | 17% | ? | ? | -2% | 1%
- NNC(=O)c1cccc(COc2ccccc2Br)c1
 : 24%[59 µM] | -1% | 0% | -4% | 18% | -2% | ? | -7% | 1%
- Cc1ccc(NC(=O)Cc2ccc([N+](=O)[O-])cc2)c(Br)c1
 : ? | -4% | -8% | -7% | 11% | 0% | -13% | -6% | -7%
- Cc1ccc(CSCC(=O)Nc2ccccc2)cc1
 : -4% | 23% | -13% | -15% | 36%[activator] | 9% | -18% | -3% | 2%
- CCOC(=O)c1[nH]c2ccccc2c1NC(=O)c1ccc(OC(C)C)cc1
 : ? | · | -12% | -13% | -11% | 2% | -7% | -3% | -17%
- COc1cc(OC)cc(C(=O)N2CCN(c3ccc(N4CCOCC4)nn3)CC2)c1
 : -31% | -1% | -11% | 11% | 22% | -6% | · | · | ·
- Cc1nc2ccc(S(=O)(=O)N(CC(=O)Nc3cccc(F)c3)Cc3ccccc3)cc2s1
 : -3%[59 µM] | · | -22% | -10%[60.1 µM] | 8% | 1% | -15% | -5% | ?
- Cc1cccc(N(C)S(=O)(=O)c2nnc(NC(=O)c3ccco3)s2)c1
 : 0% | 30% | -23% | -5% | 26% | -15%[57.1 µM] | -8% | -2% | 11%
- Cc1ccc(NS(=O)(=O)c2ccc(-c3cnc(C4CC4)o3)cc2)cc1
 : -7% | 50%[activator] | -10% | -5% | -1% | -38% | -7% | -6% | -9%
- COc1cc(OC)c2c(-c3cccc(-c4ccc(C(C)=O)cc4)c3)cc(=O)oc2c1
 : 16%[59 µM] | 6%&-4% | -6% | 9% | -18% | · | -17%[110 µM] | -4%[75.6 µM] | ·
- Cc1ccc(NC(=O)c2cccc(N3C(=O)C4C5C=CC(C5)C4C3=O)c2)cc1C (stereo unspecified)
 : -11%[0.501 µM] | -20% | -17% | 3% | -4% | -26% | ? | -2% | 7%
- CC(=O)C1=C(c2ccccc2)NC(=O)NC1c1ccc(O)c(O)c1 (stereo unspecified)
 : · | 40µM* | ? | 79µM* | 40µM* | ? | -7% | -8% | 4µM*
- Cc1cc(C)c(C(=O)C2OC(=O)C(C)(C)C(=O)C2(C)C)c(C)c1 (stereo unspecified)
 : 32%[59 µM] | -2% | ? | -16% | 3% | 6% | ? | -5% | 12%
- CCOC(=O)C1CCN(Cc2ccc(OC)c(C)c2OC)CC1
 : ? | -1% | 3% | -5% | 2% | 50µM* | -10% | -1% | 2%
- O=C(CSc1nc2ccccc2s1)CSc1nc2ccccc2s1
 : -35%[12.7 µM] | -1% | ? | ? | ? | -5% | -10% | -7% | ?
- Cc1cc2nncn2c(Cc2ccccc2)n1
 : -7%[59 µM] | 0% | -15% | -9% | 12% | 5% | -6% | -1% | 0%
- O=C(COc1ccc(F)cc1)Nc1cccc(OCc2cc(=O)n3ccccc3n2)c1
 : -5%[59 µM] | · | -16% | -2%[60.1 µM] | 18% | 5% | -11% | -9% | ?
- COc1ccc(Cl)cc1NC(=O)Cn1nnc(C(=O)NCCc2ccc(OC)c(OC)c2)c1N
 : 12% | 9% | -3% | -26% | ? | -13% | -17% | -7% | ?
- Cc1c(C)n(Cc2ccc(F)cc2)c2ccc(C(=O)NCc3ccco3)cc12
 : 3%[59 µM] | · | 14% | 2% | 19% | 3% | -3% | -3% | -3%
- Cc1ccccc1Cn1c(=O)n(-c2ccc(Cl)cc2)c(=O)c2c3c(sc21)CCCC3
 : 2%[59 µM] | · | -16% | 3% | 36%[activator] | 1% | -4% | -3% | 9%
- CSc1ccc(CCNC(=O)c2ccc3c(c2)nc2n3CCOC2)cc1
 : -1%[59 µM] | · | -3% | -8%[60.1 µM] | 26% | 4% | 2% | -1% | 10%
- CN(C)S(=O)(=O)c1ccc(C(=O)OCC(=O)Nc2ccc(OC(F)F)cc2)cc1
 : 2%[12.7 µM] | -6% | -5% | -1% | 34%[activator] | -5% | 0% | 1% | 5%
- COC(=O)c1cccc(-n2c(=O)n(Cc3ccccc3)c(=O)c3[nH]cnc32)c1C
 : 18µM* | 12% | 3% | -22% | 133%[activator] | -5% | -6% | -5% | -4%
- CN1CCN(S(=O)(=O)c2cccc(C(=O)NCc3ccc(Cl)cc3)c2)CC1
 : -2% | 1% | -19% | 2% | -13% | · | -6% | 1% | 17%
- CCCCc1c(O)nc(SCC(=O)Nc2ccc(C)cc2)n(-c2ccc(OC)cc2)c1=O
 : 0% | 46%[activator] | -18% | 0% | 5% | -3% | -4% | -3% | 2%
- O=C(CSCc1ccccc1)Nc1ccccc1C(=O)Nc1ccc(C(=O)O)cc1
 : 3%[12.7 µM] | 1% | -12% | -8% | -26% | -2% | 6% | -1% | 12%
- Cc1ccc(NC(=O)C2CCCN(c3nnc(C)c4c(C)n(-c5ccccc5)nc34)C2)c(Cl)c1 (stereo unspecified)
 : -9%[59 µM] | · | -3% | -15% | 24% | ? | -5% | -1% | -1%
- CCOc1ccc(NC(=O)c2cnn(-c3ccc(C)c(Cl)c3)c2C2CCNCC2)cc1
 : -1%[59 µM] | · | -1% | 3% | 2% | 1%[57.1 µM] | -8% | -11% | 32%[activator]
- CCCSc1nc(C)cc(C)c1S(=O)(=O)c1ccccc1C
 : 189%[activator][59 µM] | 0% | -20% | -16% | 2% | 33% | 13% | -8% | 2%
- COc1ccc(NC(=O)/C(=C/c2cccs2)NC(=O)c2ccco2)cc1
 : 5% | 4% | -21% | 2% | 37%[activator] | -3% | -6% | 0% | 4%
- COC(=O)c1cc(-c2ccc(OC)c(OC)c2)on1
 : -5%[59 µM] | -3% | -11% | -1% | 34%[activator] | -2% | -3% | -7% | 31%
- CN1CCN(C(=O)c2ccccc2NC(=O)c2cccc(Cl)c2)CC1
 : · | 2% | -3% | -8% | 18% | -1% | -6% | 0% | -1%
- COc1ccc(N(C(=O)CNC(=O)c2ccco2)C(C(=O)NC2CCCC2)c2ccncc2)cc1 (stereo unspecified)
 : -23% | 3% | -10% | -3% | 51%[activator] | -15% | 0% | -2% | 0%
- COc1cccc(-c2nnc(-c3ccc(C)o3)o2)c1
 : 13µM* | 2% | -17% | 2% | 36%[activator] | -4% | -11% | -4% | -2%
- COCC(C)NC(=O)CSc1nnc(-c2cccc(S(=O)(=O)N3CCCCC3)c2)o1 (stereo unspecified)
 : 2% | 0% | -3% | -17% | 39%[activator] | -4% | -9% | 0% | -1%
- CC1Cc2nc(SCC(=O)Nc3ccc4c(c3)OCO4)n(Cc3ccccc3)c(=O)c2S1 (stereo unspecified)
 : -24%[59 µM] | 2% | -4% | -4% | ? | 7% | 55%[activator] | -2% | -7%
- CCOCC(=O)Nc1cc(S(=O)(=O)N2CCOCC2)ccc1N1CCCCC1
 : 7.1µM* | 19% | -8% | -6% | 122%[activator] | ? | -7% | -6% | 17%
- COc1ccc(OS(=O)(=O)c2ccc(N3C(=O)CCC3=O)cc2)cc1
 : 4%[59 µM] | -5%[12.4 µM] | -7% | 0% | 15% | 11% | 4% | 3% | 16%
- Cc1ccc(C(=O)Nc2nc(-c3ccccn3)cs2)s1
 : -2%[2.33 µM] | 0% | -11% | -5% | 27% | 20µM* | · | · | ·
- O=[N+]([O-])c1ccc(N2CCCCC2)cc1NCCOc1ccccc1
 : ? | -3% | -11% | -5% | -6% | ? | -9% | -5% | 2%
- CCCCc1nnc(NC(=O)c2ccccc2OCc2c(C)noc2C)s1
 : 4% | 46% | -9% | -10% | 0% | -13% | · | · | ·
- CCN(CC)CCNC(=O)c1sc2ncccc2c1-n1cccc1
 : 6%[59 µM] | · | -18% | -12%[60.1 µM] | 12% | -15% | 2% | 7% | 4%
- O=C(CN1C(=O)NC2(CCc3ccccc32)C1=O)NCC(=O)Nc1ccc(F)cc1 (stereo unspecified)
 : 18%[59 µM] | 7% | -8% | 7% | 3% | -5% | · | · | ·
- CS(=O)(=O)c1ccccc1C(=O)N(CCc1ccccc1)Cc1ccccc1
 : · | -3% | -16% | -8% | -10% | -2% | -10% | 1% | 25%
- c1cncc(-c2noc(CC3CCCCC3)n2)c1
 : 7%[59 µM] | -2% | -4% | -16% | 7% | 4% | ? | -2% | -2%
- COc1cccc(C2CC(=O)Nc3c2c(=O)[nH]c2ncnn32)c1OC (stereo unspecified)
 : ? | · | -8% | -5% | -13% | -2% | 3% | 5% | 0%

# Some of the compounds tested; rates above refer to the full screens.
